Compound activity from PubChem.
human PMI inhibition = MPI enzyme activity inhibition – biochemical, fluorescence intensity, coupled assay, primary screen (AID 1209) | purified PMI enzyme, coupled fluorescence intensity; higher % means a stronger effect | inhibition, % at 20 µM, or IC50 in µM where a hit was titrated | 0.42% of 190,000 active;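 note: plate controls were DMSO vehicle for no effect and wells lacking substrate for full effect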
RSV antiviral HEp-2 = inhibition of RSV-induced cytopathic effect – HEp-2 cells, primary 10 µM value included (AID 2391); one-dose CPE inhibition, % at 10 µM; IC50 in µM for titrated hits; 0.13% of 310,000 active; HEp-2 cells, RSV-induced CPE inhibition; higher % means a stronger effect; in the data active = a potency from the dose series; inconclusive = CPE inhibition mostly from about 23% at the one dose, without a potency; inactive = the rest, 99 in 100 with CPE inhibition below about 21%; note: strong numbers were not always called active
Salmonella PhoP GFP = inhibitors of PhoP regulon expression, primary screen, Salmonella Typhimurium, GFP reporter (AID 1863); inhibition, % at 50 µM, or IC50 in µM where a hit was titrated; S. Typhimurium PhoP-regulated promoter GFP reporter, 4 h; higher % means a stronger effect; 0.16% of 300,000 active;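 active = inhibition over 29.93%, a cutoff 3 SD above the screen mean, later confirmed by dose response; inconclusive = inhibition over 29.93% but no dose response follow-up; inactive = inhibition at most 29.93% or unconfirmed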;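 note: 0% = low Mg2+ inducing control and 100% = high Mg2+ repressing control; strong numbers were not always called active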
CSM14.1 death rescue = protection against thapsigargin-triggered cell killing – 384-well, CSM14.1, ATP luminescence, primary screen (AID 1222); CSM14.1 thapsigargin-induced death rescue, ATP luminescence; higher % means a stronger effect; cellular ATP content (survival), % at 20 µM, or EC50 in µM where a hit was titrated; 190,000 tested, under 10 active;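 active = EC50 below 50 µM in the dose-response confirmation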;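 note: death triggered by thapsigargin at about 15 µM added after 2 h compound pretreatment; cell ATP read after overnight thapsigargin exposure of roughly 18 to 22 hours; normalized against plate controls of thapsigargin alone and 5% DMSO vehicle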
TNAP activation fold = human TNAP enzyme activators, primary screen, biochemical, luminescent, no phosphate acceptor, uHTS (AID 1001) | purified TNAP, luminescent activation assay, no phosphate acceptor; higher activation fold means a stronger effect | one-dose activation fold at 20 µM; EC50 in µM for titrated hits | 0.03% of 200,000 active; in the data active = activation fold from about 3, or a potency from the dose series; inactive = the rest, 99 in 100 with activation fold below about 1.6; note: many of its hits are not listed in these tables
human PMI inhibitors = MPI inhibition at elevated mannose 6-phosphate – biochemical, fluorescence intensity, high mannose 6-phosphate, primary screen (AID 1220) | recombinant PMI enzyme, coupled fluorescence intensity; higher % means a stronger effect | inhibition, % at 20 µM; hits with a dose series show IC50 in µM | 0.66% of 190,000 active
West Nile virus CPE = inhibition of WNV-induced cytopathic effect – cell-based, CPE readout (AID 1621); West Nile virus-infected cells, CPE inhibition; higher % means a stronger effect; CPE inhibition, % at 10 µM, or IC50 in µM where a hit was titrated; 0.02% of 290,000 active; in the data active = a potency from the dose series; inconclusive = CPE inhibition mostly from about 3.7% at the one dose, without a potency; inactive = the rest, 99 in 100 with CPE inhibition below about 2.2%; note: strong numbers were not always called active
Large T inhibition = TAg ATPase/helicase activity blockers – biochemical (AID 1903) | 0.39% of 310,000 active | SV40 large T antigen ATPase/helicase inhibition assay; higher % means a stronger effect | inhibition, % at 20 µM; hits with a dose series show IC50 in µM; in the data active = a potency from the dose series; inconclusive = inhibition mostly from about 32% at the one dose, without a potency; inactive = the rest, 99 in 100 with inhibition below about 32%; note: strong numbers were not always called active
Ins promoter up = MIN6 insulin promoter up-regulation; MIN6 insulin promoter-GFP reporter, high-content imaging; active compounds read high; 0.3% of 190,000 active; z-score at 5 µM;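 active = z-score above 3 at 5 µM with at least 500 cells counted in the well; inconclusive = wells under 500 cells, flagged as cytotoxic or low count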
Ins promoter up cell count = recorded beside Ins promoter up, whose call it bears; cell count; measured here: cytotoxicity, nuclei count;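 total cells summed across four imaged fields per well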
An asterisk follows results filed as active; ? = inconclusive; / = no result given. Cut-off read from the data, not from the text of the source, unless noted: active = inhibition above about 50%; inactive = the rest.

canonical_smiles,human PMI inhibition,RSV antiviral HEp-2,Salmonella PhoP GFP,CSM14.1 death rescue,TNAP activation fold,human PMI inhibitors,West Nile virus CPE,Large T inhibition,Ins promoter up,Ins promoter up cell count
CCc1ccc(NC(=O)CSc2nc3ccccc3c(=O)n2CCCC(=O)NCCCN2CCOCC2)cc1,11%,-4.1%,0%,-3.3%,1.2,14%,26%,4%,/,/
O=C(NC1CCCCC1)c1cc(-c2cccs2)on1,/,0.8%,8%,/,/,/,-0.4%,-9%,/,/
Cc1cc([N+](=O)[O-])nn1CC(=O)N1CCc2ccccc2C1,19%,-0.1%,5%,0.2%,1.1,12%,-0.3%,1%,0.3,772
COCCn1c(CN2CCC(Cc3ccccc3)CC2)nc2c1c(=O)n(C)c(=O)n2C,3%,1.1%,-2%,-1.2%,1.1,8%,0.5%,0%,-3.5,543
FC(F)(F)c1ccc(Oc2ccc3ccccc3c2Br)nc1,8%,3.6%,12%,-2.4%,1.1,7%,0.4%,13%,0.03,1473
CN1CCC(=NNC(=O)C(=O)NCc2ccccc2)CC1,10%,0.8%,-6%,-1.3%,1.1,4%,0.8%,4%,0.24,1920
O=C(NCc1nc2ccccc2[nH]1)C1=C[C@H](C2CCCCC2)C[C@H](OCc2ccc(CO)cc2)O1,17%,12%,4%,0.6%,1.2,9%,?,-1%,-0.66,1281
NC(=O)COC(=O)c1ccc(Cl)c(S(=O)(=O)N2CCCCCC2)c1,4%,1.3%,4%,0.9%,1.1,1%,0.2%,10%,-0.42,1275
C=CCn1c(SCC(=O)NC(=O)NC2CCCC2)nnc1C1CCCCC1,-2%,2.0%,-2%,-1.0%,1.1,7%,-0.9%,-4%,-0.1,1185
CCCS(=O)(=O)c1c(S(=O)(=O)CCC)c2ccc(C(N)=O)cn2c1C(=O)c1ccc(F)cc1,14%,-0.4%,2%,-1.9%,1,7%,1.3%,24%,-0.36,1367
Cc1noc(C)c1C(=O)Nc1ccc(F)cc1F,-4%,0.7%,-3%,-2.1%,1,-1%,0.1%,10%,-0.11,933
Brc1cccc(-c2nnc3sc(CN4CCC5(CC4)OCCO5)cn23)c1,101%*,-0.3%,-6%,0.6%,1.1,-3%,-0.1%,13%,-0.01,1376
O=C(Nc1nnc(C2=COCCO2)o1)c1cccc(F)c1,/,-0.2%,-2%,/,/,/,0.8%,-3%,/,/
Cc1cccc(N2CN(Cc3ccco3)CNC2=S)c1C,5%,1.4%,-5%,-1.9%,1,-3%,-0.8%,15%,0.15,1446
CCOc1ccc(Nc2nc3c(c(=O)[nH]2)CCC3)cc1,-1%,2.7%,-6%,1.8%,1,4%,0.3%,10%,0.7,1204
CCCCN(C)CCCNC(=O)c1cn(C)c2ccc(S(=O)(=O)N(C)C3CCCCC3)cc2c1=O,/,-2.5%,-5%,/,/,/,-0.3%,1%,/,/
CCCNC(=O)CN1C(=O)NC(c2ccccc2)(c2ccccc2)C1=O,/,1.4%,-7%,/,/,/,-0.8%,4%,/,/
Cc1ccc(C)c(NC(=S)NCc2ccc3[nH]c4c(c3c2)CCCC4)c1,-3%,9.4%,20%,-3.2%,1.1,-2%,-0.6%,16%,-0.79,968
N=C1C(=O)OCC1c1ccccc1NC(=O)CN1CCOCC1 (stereo not given),-4%,0.9%,-7%,0.5%,1.1,-3%,-0.4%,14%,0.13,1125
Cc1cccc(OCc2nc(C#N)c(NCc3ccc4c(c3)OCO4)o2)c1,9%,-0.2%,15%,1.9%,1.2,2%,-0.9%,8%,0.78,993

Next structures.
canonical_smiles,human PMI inhibition,RSV antiviral HEp-2,Salmonella PhoP GFP,CSM14.1 death rescue,TNAP activation fold,human PMI inhibitors,West Nile virus CPE,Large T inhibition,Ins promoter up,Ins promoter up cell count
Cc1ccc(C)c(-n2nnnc2SCC(=O)Nc2c(C)n(C)n(-c3ccccc3)c2=O)c1,-5%,1.0%,1%,-1.1%,1.1,6%,-0.9%,12%,0.07,1068
CCOc1ccc(NC(=S)N(CCOC)C2CCN(C(C)C)CC2)cc1,/,0.0%,-3%,/,/,/,1.6%,11%,/,/
O=C(CNC1=NCCC1)c1ccc2c(c1)OCCO2,10%,2.5%,0%,-1.6%,1.1,0%,0.3%,-1%,-0.51,1708
O=C(N/N=C/c1ccco1)c1cc(-c2ccc(Cl)s2)[nH]n1,-1%,-1.2%,-2%,2.6%,0.5,10%,-0.4%,-4%,/,/
O=C(Cc1csc(Nc2nc(=S)[nH]c3ccccc23)n1)NCc1ccc(Cl)cc1,-13%,0.4%,-5%,14%,1,-8%,?,-8%,0.68,1570
Cc1occc1C(=O)N1CCCC(Nc2ccc(F)c(F)c2)C1 (stereo not given),/,1.8%,-4%,/,/,/,-0.1%,5%,/,/
C=CCn1c(SCc2ccc(C#N)cc2)nnc1-c1ccccc1,1%,0.3%,9%,0.2%,1.1,-1%,-0.8%,11%,-0.22,922
COc1ccc(C(O)(C(=O)NNc2ccc(C)cc2)c2cccs2)cc1 (stereo not given),19%,3.2%,0%,-2.5%,1.1,6%,-0.8%,?,-0.46,759
CCOC(=O)N1CCN(c2nc(C)c3c(n2)CCCC3=O)CC1,9%,0.6%,30%,-2.8%,1.1,11%,-0.5%,-7%,0.77,1798
COC(=O)NNC(=O)c1cccc(C)c1,-1%,/,-3%,-0.7%,1.1,1%,0.3%,-5%,0.47,1509
Cc1cccc(NC(=O)C2CCCN(S(=O)(=O)c3cccs3)C2)c1C (stereo not given),/,1.5%,0%,/,/,/,-0.4%,4%,/,/
CNC(=S)NNC(=O)COc1ccccc1C,6%,11%,-1%,-0.3%,0.9,2%,-0.4%,18%,-0.05,1431
C/C(=N\NC(=S)NC(C)C)c1ccccc1,/,-1.4%,1%,/,/,/,-0.2%,24%,0.59,1096
COc1ccccc1NC(=O)CN(c1ccccc1OC)S(=O)(=O)c1ccccc1,/,2.1%,2%,/,/,/,-1.4%,8%,/,/
CCC(C(=O)NCCC1=CCCCC1)c1ccccc1 (stereo not given),2%,2.4%,2%,-0.7%,1,-10%,-0.9%,0%,-0.16,1509
Cc1csc(NC(=O)Cn2nc(C)c([N+](=O)[O-])c2C)n1,-5%,3.2%,-8%,0.0%,1.1,-2%,-0.3%,6%,0.46,1409
O=S(=O)(/N=C(\c1ccccc1)N1CCOCC1)c1ccc(Cl)cc1,12%,1.3%,14%,4.0%,1.2,3%,-0.6%,9%,0.16,1481
COc1cccc(-c2cc(C(F)(F)F)nc(-n3cncn3)n2)c1,8%,3.8%,1%,-0.8%,1.1,9%,0.1%,7%,0.11,1627
CC1=NN(c2ccccc2)C(=O)C1C(=O)c1ccc(Cl)cc1 (stereo not given),1%,4.6%,-5%,-1.5%,1,2%,/,-1%,/,/
CCCc1c(C(=O)N/N=C/c2ccco2)nnn1-c1nonc1N,/,1.3%,-6%,/,/,/,0.0%,10%,/,/

Following part.
canonical_smiles,human PMI inhibition,RSV antiviral HEp-2,Salmonella PhoP GFP,CSM14.1 death rescue,TNAP activation fold,human PMI inhibitors,West Nile virus CPE,Large T inhibition,Ins promoter up,Ins promoter up cell count
Cc1[nH]c2ccccc2c1C(=O)CN1CCC(C(N)=O)(N2CCCCC2)CC1,-1%,-0.4%,-2%,-1.8%,1.1,0%,0.2%,-7%,0.39,875
O=C(COc1ccc(Cl)cc1)NCCC1=CCCCC1,1%,1.1%,5%,-1.1%,1.1,-2%,0.1%,17%,-0.04,1501
COc1cc(OC)c(-c2nn3c(-c4ccncc4)nnc3s2)cc1OC,11%,/,/,-0.2%,1,22%,/,/,-1.2,941
CC(C)c1nc2sc3ccccc3c(=O)c2c(=O)n1Cc1ccccc1,/,?,2%,/,/,/,-0.5%,10%,-0.04,1396
C=CCNC(=O)c1ccc2nc(-c3ccccc3)c(-c3ccccc3)nc2c1,-1%,2.3%,8%,0.4%,1.1,-4%,1.4%,5%,-0.81,1613
N#Cc1cc(C(=O)Cc2ccccc2)c[nH]1,2%,4.7%,-3%,2.9%,1,5%,0.1%,6%,-0.6,1540
O=c1cc(-c2ccco2)oc2ccc(Cl)cc12,10%,/,0%,-2.3%,1.1,0%,0.0%,6%,0.88,1278
COC(=O)CN(c1ccccc1C)S(C)(=O)=O,0%,0.3%,10%,-0.4%,1.1,-4%,0.1%,-4%,0.96,1467
COc1cccc(C2NC(=O)NC(O)(C(F)(F)F)C2C(=O)c2cccnc2)c1OC (stereo not given),2%,0.7%,12%,-2.1%,1,-3%,-0.1%,1%,/,/
CCc1nnc(NC(=O)C2Cc3ccccc3CN2S(=O)(=O)c2cccs2)s1 (stereo not given),2%,1.8%,0%,/,1.1,-12%,0.0%,7%,-0.39,1220
O=c1ccn(CCCBr)c(=O)[nH]1,/,1.1%,-1%,/,/,/,1.6%,5%,-0.07,1118
NC(=O)c1nn(CC(=O)Nc2ccc3c(c2)OCO3)cc1[N+](=O)[O-],0%,-0.6%,-1%,0.0%,1.1,3%,-0.2%,16%,-0.42,1693
CCOc1ccc(C(=O)NCCNC(=O)c2ccc(OCC)cc2)cc1,/,2.0%,-3%,/,/,/,0.1%,9%,/,/
O=C(N/C(=C\c1ccco1)C(=O)N1CCCC1)c1cccs1,15%,0.8%,-8%,-0.6%,1.1,8%,1.1%,10%,0.2,1732
Cn1c(=O)cc(OCCCC(=O)NCc2ccc3c(c2)OCO3)c2ccccc21,7%,0.4%,4%,0.3%,1.1,8%,0.1%,0%,0.25,913
COc1cc2c(cc1OC)C(C)N(C(=O)c1cc3c(C)cc(C)cc3[nH]1)CC2 (stereo not given),/,4.5%,-3%,/,/,/,1.4%,16%,/,/
COc1cc2c(cc1OC)CN(c1ncccc1[N+](=O)[O-])CC2,/,6.2%,0%,/,/,/,-0.2%,9%,/,/
O=C(NCC1OCCCN1S(=O)(=O)c1ccc(F)cc1)C(=O)NC1CCCC1 (stereo not given),/,1.4%,-3%,/,/,/,-0.3%,1%,/,/
Cc1cc(C(=O)NCCc2ccc(S(N)(=O)=O)cc2)c(C)o1,/,1.2%,2%,/,/,/,-0.7%,-1%,/,/

Part of the list above, with each value named.
> Cn1c(=O)cc(OCCCC(=O)NCc2ccc3c(c2)OCO3)c2ccccc21
  human PMI inhibition: 7%
  RSV antiviral HEp-2: 0.4%
  Salmonella PhoP GFP: 4%
  CSM14.1 death rescue: 0.3%
  TNAP activation fold: 1.1
  human PMI inhibitors: 8%
  West Nile virus CPE: 0.1%
  Large T inhibition: 0%
  Ins promoter up: 0.25
  Ins promoter up cell count: 913

> COc1cc2c(cc1OC)C(C)N(C(=O)c1cc3c(C)cc(C)cc3[nH]1)CC2 (stereo not given)
  human PMI inhibition: /
  RSV antiviral HEp-2: 4.5%
  Salmonella PhoP GFP: -3%
  CSM14.1 death rescue: /
  TNAP activation fold: /
  human PMI inhibitors: /
  West Nile virus CPE: 1.4%
  Large T inhibition: 16%
  Ins promoter up: /
  Ins promoter up cell count: /

> COc1cc2c(cc1OC)CN(c1ncccc1[N+](=O)[O-])CC2
  human PMI inhibition: /
  RSV antiviral HEp-2: 6.2%
  Salmonella PhoP GFP: 0%
  CSM14.1 death rescue: /
  TNAP activation fold: /
  human PMI inhibitors: /
  West Nile virus CPE: -0.2%
  Large T inhibition: 9%
  Ins promoter up: /
  Ins promoter up cell count: /
